Bioassay records: PubChem BioAssay, The Scripps Research Institute Molecular Screening Center
OXTR potentiator = human OXTR potentiation; P30559; AID 2445; CHO-OTR cells, Fluo-8 calcium fluorescence, potentiator mode; 0% = oxytocin EC15, 100% = EC100; 320,000 compounds, 0.061% hits; activation, % at 3 µM;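 active means activation above that plate's cutoff, the mean activation of tested compounds plus 3 SD, cut at about 6.6% in these data, passing the limit was not always enough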;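 further: 100% uses oxytocin at 75 nM as the full agonist control; some results filed as inactive read as strong as hits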
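Measured by – Fluo-8 calcium dye fluorescence · Test system – human OTR in CHO cells · Dosing – one concentration, 3.0 µM compound · Controls – EC15 oxytocin alone as 0%, 75 nM oxytocin as 100% · Evaluation – normalized max/min fluorescence ratio, % activation · Timing – 6 min pre-incubation, 100 s read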
V1R ag counter = counter-screen for oxytocin receptor agonists: human V1a receptor agonists. CHO-V1R cells, Fluo-8 calcium fluorescence, agonist mode; 0% DMSO, 100% 3 nM vasopressin. activation, % at 3 µM. 320,000 compounds, 0.25% hits;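 active means activation above the mean activation of all tested compounds plus 3 SD, per screening run, cut at about 20% in these data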;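 further: signal is peak over basal fluorescence ratio across a 100 second FLIPR read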
Target sequence (P37288 whole entry, looked up): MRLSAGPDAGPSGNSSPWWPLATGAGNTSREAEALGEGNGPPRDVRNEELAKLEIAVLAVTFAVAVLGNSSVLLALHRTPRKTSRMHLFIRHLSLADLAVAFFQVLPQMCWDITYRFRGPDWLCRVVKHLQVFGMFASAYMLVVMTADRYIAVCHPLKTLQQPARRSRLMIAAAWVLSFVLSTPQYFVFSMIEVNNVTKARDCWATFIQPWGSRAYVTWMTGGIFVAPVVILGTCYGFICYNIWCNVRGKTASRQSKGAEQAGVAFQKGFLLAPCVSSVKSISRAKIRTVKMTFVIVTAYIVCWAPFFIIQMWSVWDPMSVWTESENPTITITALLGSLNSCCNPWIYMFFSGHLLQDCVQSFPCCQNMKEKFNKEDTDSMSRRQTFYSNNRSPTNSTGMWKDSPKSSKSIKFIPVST
M1 PAM parental = M1 PAM counterscreen hit in parental CHO-K1 cells. 360,000 compounds, 0.02% hits. activation, % at 3 µM. AID 602247. ATP EC20, Fluo-8 calcium fluorescence; 0% at ATP EC20, 100% at ATP max;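 active means activation above the run cutoff, the mean activation of all test compounds plus 3 SD, cut at about 40% in these data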;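 further: peak over basal fluorescence ratio in a 140 s read after ATP addition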
CHO parental Ca = counter-screen for OX1R antagonists: effect in parental CHO cells. parental CHO-K1, ATP-induced calcium, Fluo-8 fluorescence. inhibition, % at 5.6 µM. 330,000 compounds, 0.63% hits. AID 463079;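 active means inhibition above that plate's mean sample inhibition plus 3 SD, cut at about 26% in these data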;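 further: 0% = ATP-challenged DMSO wells and 100% = DMSO wells without ATP; some compounds past the cut are filed as inactive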
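Material: parental CHO cells / Compound: single nominal dose of 5.6 µM per compound / Signal: Fluo-8 fluorescence / Replicates: singlicate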
TAAR1 ag = agonists of human TAAR1 | AID 624467 | CHO RD-HGA16 TAAR1, Fluo-8 calcium fluorescence; vehicle wells 0%, saturating PEA agonist 100% | activation, % at 3 µM | Q96RJ0 | 360,000 compounds, 0.99% hits;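 active means activation above the mean activation of all test compounds in the run plus 3 SD, cut at about 38% in these data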
Target sequence (Q96RJ0 whole entry, looked up): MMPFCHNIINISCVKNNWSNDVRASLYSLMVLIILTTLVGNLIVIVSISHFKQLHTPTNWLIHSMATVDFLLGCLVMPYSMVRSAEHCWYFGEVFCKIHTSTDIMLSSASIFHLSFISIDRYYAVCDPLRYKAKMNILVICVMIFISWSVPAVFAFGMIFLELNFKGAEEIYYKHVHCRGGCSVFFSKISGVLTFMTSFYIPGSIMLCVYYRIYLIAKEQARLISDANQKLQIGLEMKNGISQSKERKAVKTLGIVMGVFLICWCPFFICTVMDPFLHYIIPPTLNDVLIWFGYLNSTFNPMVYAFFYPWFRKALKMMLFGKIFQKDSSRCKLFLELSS
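Signal – calcium-sensitive Fluo-8 signal, excitation 470-495, emission 515-575 nm · System – RD-HGA16 (CHO) cells co-expressing Gα16 and hTAAR1 · Incubation – 17-24 h seeding, 75 min 37 °C dye, 30 min RT · Compound dosing – 3 µM single concentration · Repeats – no replicates (n 1)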
TAAR1 antag = antagonists of human TAAR1; AID 624466; Q96RJ0; CHO RD-HGA16 TAAR1, Fluo-8 calcium fluorescence, antagonist; inhibition, % at 3 µM; 360,000 compounds, 1.5% hits;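 active means inhibition above a per-plate cutoff, the mean inhibition of test compounds on that plate plus 3 SD, cut at about 49% in these data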;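 further: 0% = DMSO plus EC80 beta-PEA response and 100% = DMSO alone without agonist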
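Assay system: RD-HGA16 CHO cells with stable hTAAR1 and Gα16 / Reagent: EC80 β-phenethylamine stimulus / Doses: 3 µM, single point / Timing: dye loading 75 min at 37 °C, then 30 min room temperature / Measured by: Fluo-8 intracellular calcium dye fluorescence, real-time kinetic reads / Controls: vehicle wells and EC80 agonist wells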
CHO-K1 Ca antag = M1 antagonist counterscreen hit in parental CHO-K1 cells. ATP-induced calcium, Fluo-8 fluorescence. inhibition, % at 3 µM. 360,000 compounds, 0.6% hits. AID 602250;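 active means inhibition above a per-plate cutoff, the plate's mean sample inhibition plus 3 SD, cut at about 24% in these data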;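 further: 0% = DMSO plus EC80 ATP and 100% = DMSO alone without ATP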
M1 ag = agonists of human M1 muscarinic receptor; P11229; CHO-K1 hM1, Fluo-8 calcium fluorescence, agonist mode; 0% DMSO, 100% acetylcholine EC100; activation, % at 3 µM; 360,000 compounds, 0.33% hits; AID 588814;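 active means activation above the run's mean compound activation plus 3 SD, cut at about 16% in these data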;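 further: peak over basal fluorescence ratio within a 140 s kinetic read after compound addition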
CHO-K1 Ca ag = nonselective activator or artifact in parental CHO-K1 cells. Fluo-8 calcium fluorescence; scaled to maximal ATP response, vehicle zero. activation, % at 3 µM. 360,000 compounds, 0.48% hits; in the data active means activation above about 15%;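 further: untransfected CHO-K1 host cells lacking M1 receptor as counterscreen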
Active calls of the source: *; nt = not tested or not shown. Compounds were not picked by outcome; about 3.3% have a hit in one of these screens.

Under each structure – OXTR potentiator	V1R ag counter	M1 PAM parental	CHO parental Ca	TAAR1 ag	TAAR1 antag	CHO-K1 Ca antag	M1 ag	CHO-K1 Ca ag
COC(=O)/C(=C/c1ccc2c(c1)c1ccccc1n2C)NC(=O)c1ccccc1
→ -12	0.6	20	-15	10	41	-6	-3	11
COc1ccc(Br)cc1C1NC(=O)NC(C)=C1C(=O)N(C)C (configuration not stated)
→ 6	0.5	12	-5	7	10	-7	-2	0.0
CC(C)N(Cc1nc(-c2ccccc2)no1)C(=O)C(Cl)(Cl)Cl
→ -22	-0.6	-9	-11	2	-33	-18	-6	0.8
Cc1nn(CCOc2ccccc2Cl)c(C)c1[N+](=O)[O-]
→ -7	0.8	2	-22	2	-8	-3	-10	0.4
O=C(CSc1n[nH]c(=O)n1Cc1ccccc1)Nc1ccc(F)c(F)c1F
→ -5	0.9	6	-3	-1	0	0	-1	1.0
CC(Sc1nnc(COc2ccc(Cl)cc2)n1Cc1ccccc1)C(=O)O (configuration not stated)
→ -2	-0.2	10	-3	-1	4	-16	-5	0.1
C=CCNC(=O)/C(C#N)=C/c1c(N2CCN(c3ccc(OC)cc3)CC2)nc2c(C)cccn2c1=O
→ -15	1.5	-2	-14	6	38	-10	-7	1.8
COc1cccc(NC(=O)COC(=O)C2CC3CCCC(C2)C3=O)c1 (configuration not stated)
→ -1	0.7	10	2	7	-26	2	-2	0.6
O=C1CC(N(Cc2cccs2)C(=O)Nc2ccccc2)C(=O)N1c1ccc(Cl)cc1 (configuration not stated)
→ -9	0.7	9	-13	9	12	4	-3	2.3
O=C1C=C(Nc2ccc(O)cc2)C(=O)c2ccccc21
→ 1	-1.2	6	-9	-4	-11	-11	-5	-1.2
CC(C)(C)C(=O)NC1CC2CCCC(C1)N2C(=O)Nc1ccccc1 (configuration not stated)
→ 1	1.2	0	-4	1	-7	22	-8	-0.2
Cc1nc2c([nH]c3ccc(Br)cc32)s1
→ -3	-0.6	10	-3	4	1	-5	-8	2.9
Cc1ccc(N(CC(=O)N2CCc3ccccc3C2)S(C)(=O)=O)cc1
→ -7	0.5	7	-18	29	-3	-7	1	1.2
CC(C)OC(=O)CSc1nnc(CNc2ccc(Cl)cc2)n1C
→ -6	1.3	25	-17	9	10	-4	-11	3.0
Cc1ccc(-c2nc3cc(Br)cnc3nc2-c2ccc(C)cc2)cc1
→ -14	-0.2	-2	9	1	-21	-10	-3	0.8
COc1ccc(NC(=O)Nc2cccc3c2O[C@H](CN(C)S(=O)(=O)c2cccs2)[C@@H](C)CN([C@H](C)CO)C3=O)cc1
→ -7	2.4	5	-17	7	28	-11	-8	2.5
Cc1ccc(-c2nn(-c3ccccc3)cc2C=O)o1
→ -11	2.2	16	-8	-1	-5	-12	-4	-0.2
CN(CCCCCC(=O)/C=N/O)Cc1ccccc1
→ 2	0.2	28	0	0	-12	-8	-6	1.4
O=C(NCCc1ccccc1)c1ccc(Cl)c(S(=O)(=O)N2CCOCC2)c1
→ nt	nt	-18	nt	4	5	-2	2	2.9
COc1cc(C(=O)Nc2ccc(NC(=O)c3ccccc3Cl)nc2)cc(OC)c1OC
→ -1	5.6	13	-12	5	3	-2	1	2.5
COc1cc2ccc3c(CCN(C)C)cc(OC)c(OC)c3c2cc1OC
→ 5	1.2	13	-10	3	10	-16	-1	0.6
c1ccc(-c2csc(N3CCN(c4ccccn4)CC3)n2)cc1
→ -10	0.0	-7	15	17	43	-2	1	1.7
CCOc1ccc(NC(=O)N(CCC(C)C)C2CCN(C(C)=O)CC2)cc1
→ -1	0.1	20	-8	11	4	-10	-6	0.4
CCOc1ccc(C(=O)Nc2ccc(NC(=O)c3ccco3)c(Cl)c2)cc1Br
→ 4	0.3	4	-1	8	-3	-20	-5	0.0
Cc1ccc(NC(=O)Cc2nnc(SCC(=O)Nc3nncs3)n2C)c(C)c1
→ -1	-0.1	9	-11	-1	12	-7	-1	-0.1
CC(C)(C)c1ccc(SCCc2cccnc2)cc1
→ -8	-0.4	19	-17	15	13	-11	-3	0.1
COC(=O)CNC(=O)C1CCN(S(=O)(=O)c2cccc3nsnc23)CC1
→ -3	0.7	2	-6	1	-2	-6	-3	-0.1
Cc1[nH]c2ccc(C(=O)N3CCCC3)cc2c1C
→ 2	-0.5	3	-9	5	-26	-9	-2	0.2
CC(C)CN(C(=O)CSc1nnnn1-c1ccccc1)c1c(N)n(CC(C)C)c(=O)[nH]c1=O
→ -16	-0.4	2	-17	6	16	-7	-7	0.0
CCC(=O)N1CCc2cc(S(=O)(=O)NCCC(=O)N3CCN(c4cccc(C)c4)C(C)C3)ccc21 (configuration not stated)
→ -10	16	-7	-9	2	1	20	1	16*
O=C(CNC(=O)N1CC(=O)Nc2ccccc21)Nc1nccs1
→ 1	-0.1	16	-6	1	-3	-14	0	1.8
CC1CCCCC1NC(=O)CCCCn1c(=O)[nH]c2ccsc2c1=O (configuration not stated)
→ -3	0.2	1	-12	-1	-16	-5	-2	1.7
CC(=O)c1ccc(-c2[nH]c3ccccc3c2CCN2C(=O)c3ccccc3C2=O)cc1
→ nt	nt	9	nt	5	41	-12	-5	4.6
COc1ccc(CCNC(=O)C2(C)CCC(=O)N2CCC(C)C)cc1OC (configuration not stated)
→ 4	1.4	12	-8	0	-14	-13	-1	-0.3
Cc1ccc(/C=C/C(=O)OCC(=O)NCCc2ccc(S(N)(=O)=O)cc2)o1
→ -4	1.3	12	-7	2	-13	-4	-1	0.5
O=C(NCc1ccc(F)cc1)c1cc(C2CCCCN2C(=O)C2CCCCC2)on1 (configuration not stated)
→ nt	nt	14	nt	-1	-28	-9	-7	2.0
CCCN(CCC)CCCNC(=O)c1cc2c(-c3ccc(OC)c(OC)c3)nn(C)c2s1
→ 0	-0.8	-10	-7	2	-13	-18	-10	-0.4
CCOC(=O)c1cc2c(nc1C)-c1cc(Cl)cc(Cl)c1OC2O (configuration not stated)
→ -4	-0.1	3	-15	3	5	4	-6	-0.4
CCCOc1ccc(NCC(=O)Nc2ccc(C)cc2C)cc1
→ -6	0.0	3	-8	4	-9	1	-3	4.2
Cc1cc(N2C(=O)CC(N3CCN(C(c4ccccc4)c4ccccc4)CC3)C2=O)no1 (configuration not stated)
→ -12	-0.4	18	-27	22	-13	-14	-5	0.5

An excerpt of these results, as comma-separated lines:
structure,OXTR potentiator,V1R ag counter,M1 PAM parental,CHO parental Ca,TAAR1 ag,TAAR1 antag,CHO-K1 Ca antag,M1 ag,CHO-K1 Ca ag
O=C(CNC(=O)N1CC(=O)Nc2ccccc21)Nc1nccs1,1,-0.1,16,-6,1,-3,-14,0,1.8
CC1CCCCC1NC(=O)CCCCn1c(=O)[nH]c2ccsc2c1=O (configuration not stated),-3,0.2,1,-12,-1,-16,-5,-2,1.7
CC(=O)c1ccc(-c2[nH]c3ccccc3c2CCN2C(=O)c3ccccc3C2=O)cc1,nt,nt,9,nt,5,41,-12,-5,4.6

More compounds.
Under each structure – OXTR potentiator	V1R ag counter	M1 PAM parental	CHO parental Ca	TAAR1 ag	TAAR1 antag	CHO-K1 Ca antag	M1 ag	CHO-K1 Ca ag
Cc1ccc2cc(CCNC(=O)c3ccc(S(=O)(=O)N4CCOCC4)cc3)c(=O)[nH]c2c1C
→ -6	3.0	9	-26	6	7	-10	-3	2.3
C=CCn1c(=O)c2c3c(sc2n2c(Nc4ccc(OC)cc4)nnc12)CCCC3
→ -9	-1.0	16	-28	-1	-28	-12	-5	-0.3
COc1ccccc1NS(=O)(=O)c1cc(NC(=O)c2cccs2)ccc1N1CCCC1
→ -8	2.3	12	-11	3	-9	4	-8	2.2
COc1ccc(-c2cc(-c3ccc(Cl)cc3)n[nH]2)c(O)c1
→ -11	4.5	-16	-7	-1	13	-18	-1	1.2
O=C(NCC(c1cccs1)N1CCOCC1)c1cccc(S(=O)(=O)Nc2ccc(F)cc2)c1 (configuration not stated)
→ nt	nt	7	nt	13	28	-14	5	4.6
CCCOc1ccc(/C=C2/C(=O)ON=C2C)cc1Cl
→ -6	0.3	-1	-8	2	8	-9	-4	1.6
Cc1nc2ccc(NC(=O)Cc3cccs3)cc2s1
→ -12	0.7	8	-14	2	-6	-3	-2	0.2
Cc1cc(C)nc(N2CCC(C(=O)NNC(=O)Cc3ccccc3)CC2)n1
→ -6	0.1	10	9	0	-9	-13	-2	1.0
Cc1cc(C)cc(N(CC(=O)Nc2c(C)n(C)n(-c3ccccc3)c2=O)S(C)(=O)=O)c1
→ -4	-0.2	-11	0	0	-18	-6	-2	0.1
Cn1cccc1Cc1nnc(SCC(=O)N2CCCCCC2)n1-c1ccc(F)cc1
→ -7	0.3	22	-17	0	-18	-10	-10	0.1
OCc1nc2ccccc2n1C/C=C/c1ccccc1
→ -11	2.6	7	-4	3	7	-6	-2	0.6
CCOCCCNS(=O)(=O)c1ccc2c(c1)oc(=O)n2CC(=O)OCC
→ -10	1.5	3	-6	26	5	-13	-3	1.7
COCCNC(=O)C1(C)CCCN(C(=O)c2ccc3snnc3c2)C1 (configuration not stated)
→ nt	nt	7	nt	4	-11	-3	-4	0.2
C=CS(=O)(=O)N(Cc1ccc(Cl)c(Cl)c1)C[C@@H](O)CO
→ nt	nt	16	-2	nt	nt	-12	-2	0.2
COc1ccccc1CNC(=O)C(=O)NCC1OCCN1S(=O)(=O)c1cccs1 (configuration not stated)
→ -1	-0.7	12	-17	2	-22	-14	-4	0.8
CCC(=O)N1CCC(C(N)=O)(N2CCCCC2)CC1
→ -7	1.4	2	-3	1	-14	-10	-4	0.8
CC(=O)N1c2ccc(S(=O)(=O)N(C)CC(=O)Nc3ccccc3C)cc2CC1C (configuration not stated)
→ -9	3.7	0	-22	1	-4	-12	0	3.1
Cc1ccc(-c2c(C(=O)O)c3ccccc3[nH]c2=O)cc1
→ -13	0.7	0	-2	3	-7	-5	-6	-0.6
O=C(CSc1nc2scc(-c3ccccc3)c2c(=O)[nH]1)N1CCCCC1
→ -13	1.0	11	-10	7	-25	-5	-1	0.4
COc1ccc(CCNC(=O)c2ccc(CNc3c(N4CCOCC4)c(=O)c3=O)cc2)cc1OC
→ 0	3.1	11	-2	3	-10	-9	-2	1.0
COC(=O)c1ccc(NC(=O)CSCC(=O)OCC(=O)c2ccc(Br)cc2)cc1
→ -19	7.8	17	-26	10	10	-7	0	2.4
